# Screening results: PubChem BioAssay, Southern Research Specialized Biocontainment Screening Center
# VEEV TC-83 Vero: inhibitors of VEEV TC-83 cytopathic effect, confirmation, Vero cells (AID 588727). inhibition, % at 20 µM; hits with a dose series show IC50 in µM. 0.13% of 350,000 active. Vero cells, VEEV TC-83 cytopathic effect inhibition; higher % means a stronger effect; in the data active = a potency from the dose series; inconclusive = inhibition mostly from about 14% at the one dose, without a potency; inactive = the rest, 99 in 100 with inhibition below about 12%; note: strong numbers were not always called active
# * = called active by the depositor; i = inactive; ? = inconclusive.
SMILES,VEEV TC-83 Vero
O=C(Nc1ccc(Cl)cn1)c1ccccc1-c1ccccc1,0.2%
CCOc1ccc(S(=O)(=O)N2CCCCC2)cc1NC(=O)C1CCCC1,5.0%
COCCn1c(=S)[nH]c2cc(C(=O)NC3CCCCCC3)ccc2c1=O,2.6%
CS(=O)(=O)c1ccc(C2=C(CNC(=O)c3cccnc3)[C@H]3CC[C@@H](C2)N3Cc2ccco2)cc1,i
Cc1ccc(OCc2cc(C(=O)N3CCCC(C)C3)no2)cn1 (configuration not stated),i
CCN(CC)C1CCN(C(=O)c2ccc(OC3CCN(C(=O)CCOC)CC3)cc2)C1 (configuration not stated),i
O=C1NC(Cc2ccc(O)cc2)c2nc3cc(F)c(F)cc3c(=O)n2-c2cc3ccccc3cc21 (configuration not stated),5.5%
O=C(O)c1ccsc1Cc1cccs1,0.8%
COc1ccc([C@@H]2C[C@H]3[C@@H](CN2S(=O)(=O)c2ccccc2)C(=O)C[C@@H](c2ccccc2)N3S(=O)(=O)c2ccc(C)cc2)cc1,1.1%
COCC(=O)N1C[C@H]2CON(C)[C@H]2C[C@H]1c1cccc(-c2ccccc2OC)c1,i
COc1ncnc2c1ncn2CCCNCCCN1CCCC1=O,0.1%
Clc1cccc(Cl)c1NC1=NCCS1,1.9%
COCC1CCN(C(=O)c2cc(COc3ccc(F)cc3Cl)on2)C1 (configuration not stated),i
COc1ccc([C@H]2N[C@]3(CCCN(Cc4ccc(C)cc4)C3=O)[C@H]3C(=O)N(Cc4ccccc4)C(=O)[C@@H]23)cc1,4.9%
C[C@@H]1CN([C@@H](C)CO)S(=O)(=O)c2ccc(Br)cc2O[C@H]1CN(C)C(=O)C1CCCCC1,4.6%
COc1ccccc1N(CC(=O)N1CCCCC1C)S(=O)(=O)c1ccc(Cl)cc1 (configuration not stated),1.3%
Cc1nn(CC(C)C)c(Cl)c1C(=O)NCC(C)(C)N1CCOCC1,i
C[C@@H]1CN([C@H](C)CO)C(=O)CCCn2nncc2CO[C@H]1CN(C)S(=O)(=O)c1cccc(F)c1,0.2%
COc1cccc(C#Cc2cnc3c(c2)C(=O)N([C@@H](C)CO)C[C@H](C)[C@H](CN(C)C(=O)C2CCC2)O3)c1,4.6%
Cc1ccc(S(=O)(=O)N(C)C[C@@H]2OCCCC[C@H](C)Oc3ccc(NC(=O)Nc4ccc(F)cc4)cc3C(=O)N([C@H](C)CO)C[C@H]2C)cc1,0.2%
CC(NC(=O)COC(=O)c1ccc2c(=O)n3c(nc2c1)CCCCC3)c1ccc(F)cc1 (configuration not stated),0.9%
C[C@@H]1CN([C@H](C)CO)C(=O)c2cc(Br)cnc2O[C@@H]1CN(C)C(=O)Nc1ccccc1,i
CN(C(=O)COC(=O)c1cc([N+](=O)[O-])ccc1N1CCOCC1)C1CCCCC1,i
Cc1ccccc1Oc1ccc2c(c1)[C@@H]1C[C@H](N(C)C(=O)c3cccnc3)[C@H]([C@H](C)O)C(=O)N1CC2,3.5%
CC(=O)Nc1sc(N/N=C/c2ccc(N(C)C)cc2)nc1-c1ccc(C)cc1,4.5%
C[C@H](CO)N1C[C@H](C)[C@H](CN(C)Cc2ccncc2)OCc2ccccc2-c2c(n(C)c3ccccc23)C1=O,0.6%
COc1ccc(CC(=O)Nc2cc(S(=O)(=O)N3CCCCC3)ccc2OC(C)C)cc1OC,?
CCOC(=O)C1(CCOC)CCCCC1=O (configuration not stated),2.3%
Cc1noc(C)c1S(=O)(=O)Nc1ccc2c(c1)C(=O)N([C@@H](C)CO)C[C@@H](C)[C@@H](CN(C)CC1CCCCC1)OCCCC[C@@H](C)O2,i
CN1OC[C@@H]2CN[C@H](c3ccc(Br)cc3)C[C@@H]21,4.0%
COc1ccc(C(=O)C2CCCN(C(=O)c3csc(SC)n3)C2)cc1F (configuration not stated),0.5%
O=[N+]([O-])C1C(c2ccccc2)C12c1ccccc1-c1ccccc12 (configuration not stated),11.7%
C[C@@H]1CN([C@@H](C)CO)C(=O)c2cc(Br)cnc2O[C@@H]1CN(C)C(=O)Nc1ccc(F)cc1,0.1%
CCCCCC(=O)N1C[C@H](O)[C@@H](n2cc(-c3ccc(F)cc3)nn2)C[C@@H]1c1ccc(OC)cc1,4.3%
Cc1cc2c(cc1C)NC(=O)C(C)CN2 (configuration not stated),0.2%
COc1ccc([C@H]2N[C@]3(CCCN(Cc4ccc(C(F)(F)F)cc4)C3=O)[C@H]3C(=O)N(C)C(=O)[C@@H]23)cc1,0.8%
C[C@@H]1Cn2cnc(C(=O)Nc3cccc(Cl)c3)c2C(=O)N1,1.9%
O=C(C1CC=CCC1)N1CCCCCC1 (configuration not stated),0.6%
COc1cc2nnn(-c3ccncc3)c2cc1OC,1.1%
CCCCN1C(=O)C(CC(=O)NCCCN(C)C)CC(C(=O)N(C)C)=C1C (configuration not stated),0.5%
Cc1noc(C)c1NC(=O)N(C)C[C@H]1OCCCC[C@@H](C)Oc2ccc(NC(=O)c3ccccc3)cc2C(=O)N([C@H](C)CO)C[C@@H]1C,0.3%
C[C@H](NC(=O)c1nc[nH]c1C(=O)NC[C@@H](C)O)c1ccccc1,1.4%
Cc1cc(C)n2[nH]c(=O)cc2n1,1.2%
O=C(O)COc1ccccc1C(Nc1cccnc1)c1cc(Cl)c2cccnc2c1O (configuration not stated),3.6%
COCCN(C(=O)CSc1nnc(-c2ccc(F)cc2)n1N)c1c(N)n(CC(C)C)c(=O)[nH]c1=O,2.1%
COCC(=O)N(C)[C@H]1C[C@H]2c3[nH]c4ccccc4c3CCN2C(=O)[C@H]1[C@H](C)O,0.5%
C=CCN1c2ccccc2Sc2cnccc21,?
Cc1ccc(S(=O)(=O)N2C[C@@H](C)[C@]3(C2)[C@H](O)[C@H](OC(=O)Nc2c(C)noc2C)C[C@H]2C(=O)N(c4ccccc4)C(=O)[C@H]23)cc1,0.7%
C[C@H]1CN([C@@H](C)CO)C(=O)c2cc(-c3ccccc3F)cnc2O[C@H]1CN(C)C(=O)C1CCOCC1,i
COc1ccc(N2C[C@H](C)[C@@H](CC(=O)Nc3ccccc3)C2=O)cc1,i

# New compounds follow.
SMILES,VEEV TC-83 Vero
O=C(CCCn1c(=S)[nH]c2cc3c(cc2c1=O)OCO3)NCCc1ccc(Cl)cc1,1.2%
CC1NC(=O)c2cc3ccccc3cc2-n2c1nc1ccccc1c2=O (configuration not stated),i
CCOC(=O)C=Cc1ccc(C(=O)OCC)[nH]1,i
O=C1[C@H]2[C@@H](c3ccccc3)N[C@]3(CCCN(Cc4ccccc4)C3=O)[C@H]2C(=O)N1Cc1ccccc1,i
CC(C)COC(=O)N(C)C[C@@H]1OCc2cnnn2CCCC(=O)N([C@H](C)CO)C[C@H]1C,1.1%
N#CCSc1ccccc1NC(=O)COC(=O)C1CCN(C(=O)c2ccc(Cl)cc2)CC1,0.9%
COc1ccccc1-c1noc2c1C(=O)N(C(=O)OC(C)(C)C)CC2,i
C[C@@H]1CN([C@H](C)CO)C(=O)c2cc(Br)cnc2O[C@H]1CN(C)C(=O)Nc1ccccc1F,0.0%
O=[N+]([O-])c1ccccc1SNc1ccccc1,2.3%
CCc1noc(C)c1C(=O)N1CCCC(Nc2cccc(F)c2)C1 (configuration not stated),0.0%
COc1ccc([C@H]2C[C@H](n3cc(COC(=O)c4ccccc4)nn3)[C@@H](O)CN2C(=O)c2cccs2)cc1,0.4%
COc1ccc(CC(=O)Nc2ccccc2C(F)(F)F)cc1S(=O)(=O)N1CCOCC1,2.0%
CC1CC(NC(=S)N(C)C)CC(C)(C)C1 (configuration not stated),i
C[C@@H]1CN([C@H](C)CO)C(=O)CCCn2nncc2CO[C@H]1CN(C)Cc1ccc2cccnc2c1,i
C[C@@H]1CN([C@@H](C)CO)C(=O)CCCn2nncc2CO[C@H]1CN(C)C(=O)Nc1ccc(-c2cccs2)cc1,0.1%
COc1ccc(NC(=O)N(C)C[C@@H]2OCc3cnnn3CCCC(=O)N([C@H](C)CO)C[C@@H]2C)cc1,0.8%
COc1ccccc1C(=Cc1ccc([N+](=O)[O-])cc1)C(=O)O,2.0%
O=C(O)CN1C(=O)/C(=C\c2ccccc2OCc2ccccc2)SC1=S,2.5%
O=C(OCn1nnc2ccccc2c1=O)c1ccc(F)c(S(=O)(=O)N2CCOCC2)c1,i
CC(C)N(Cc1nccn1C)C(=O)C1CCC(=O)N(CCc2ccccc2)C1 (configuration not stated),0.2%
CSCCC(NC(=O)COc1ccccc1)C(=O)NCC(C)(C)N1CCOCC1 (configuration not stated),3.6%
COc1ccc(Cl)cc1NC(=O)CN1C(=O)C(=O)N(C2CCCC2)C1=O,?
N#Cc1ccc(NC(=S)N2Cc3ccccc3-n3nncc3C2)cc1,1.8%
CCCC(C(=O)NC(C)(C)C)N(Cc1ccccc1)C(=O)c1snc(C(N)=O)c1N (configuration not stated),3.1%
COCCCN1C(=O)C(CC(=O)NC2CCCCC2)CC(C(=O)N2CCOCC2)=C1C (configuration not stated),0.4%
CCOC(=O)CCCCCC(=O)Nc1ccc2c(c1)C(=O)N([C@@H](C)CO)C[C@H](C)[C@H](CN(C)C(=O)Nc1ccc(F)cc1)OCCCC[C@H](C)O2,0.2%
O=C1NC(Cc2ccc(O)cc2)c2nc3ccc(F)cc3c(=O)n2-c2cc3ccccc3cc21 (configuration not stated),8.1%
COc1cccc(COC(=O)CSCC(=O)Nc2ccc(C)cc2)c1OC,i
CCOC(=O)c1csc(NC(=O)CCS(=O)(=O)c2ccc(Cl)cc2)n1,0.2%
COc1ccc([C@H]2C[C@@H](n3cc(-c4ccc(F)cc4)nn3)[C@H](O)CN2CC2CCCCC2)cc1,2.0%
C[C@H](O)[C@@H]1CN2CCc3c([nH]c4ccccc34)[C@@H]2C[C@@H]1N(C)C(=O)Nc1ccccc1,1.0%
COc1ccc2cc(CN(C)C(=O)CN3C(=O)NC4(CCCC4)C3=O)ccc2c1,0.6%
CCCCN1C(=O)C(CC(=O)NCc2cccc3ccccc23)CC(C(=O)N(CC)CC)=C1C (configuration not stated),4.5%
CC1=C(C(=O)N(C)C)CC(CC(=O)NC(c2ccccc2)c2ccccc2)C(=O)N1Cc1ccc(C(C)(C)C)cc1 (configuration not stated),1.4%
COc1cc(-n2c(C)nc3ncn(-c4ccccc4)c3c2=O)cc(OC)c1OC,2.5%
C[C@@H]1CN([C@H](C)CO)C(=O)CCCn2nncc2CO[C@H]1CN(C)Cc1cccc(C(=O)O)c1,i
O=C(O)c1ccccc1-c1ccccc1C(=O)Nc1ccc2oc(=O)c3ccccc3c2c1,0.5%
CC(C)N1CC2(CC(c3ccccc3F)=NO2)CN1C(=O)c1ccc(C(C)(C)C)cc1 (configuration not stated),0.2%
COc1ccc(CC(=O)N(C)c2ccccc2)cc1S(=O)(=O)N1CCOCC1,2.2%
c1ccc(N2Cc3ccccc3-n3nncc3C2)nc1,0.2%

# Nothing new here: 7 of the compounds above.
SMILES,VEEV TC-83 Vero
CC1=C(C(=O)N(C)C)CC(CC(=O)NC(c2ccccc2)c2ccccc2)C(=O)N1Cc1ccc(C(C)(C)C)cc1 (configuration not stated),1.4%
COc1cc(-n2c(C)nc3ncn(-c4ccccc4)c3c2=O)cc(OC)c1OC,2.5%
C[C@@H]1CN([C@H](C)CO)C(=O)CCCn2nncc2CO[C@H]1CN(C)Cc1cccc(C(=O)O)c1,i
O=C(O)c1ccccc1-c1ccccc1C(=O)Nc1ccc2oc(=O)c3ccccc3c2c1,0.5%
CC(C)N1CC2(CC(c3ccccc3F)=NO2)CN1C(=O)c1ccc(C(C)(C)C)cc1 (configuration not stated),0.2%
COc1ccc(CC(=O)N(C)c2ccccc2)cc1S(=O)(=O)N1CCOCC1,2.2%
c1ccc(N2Cc3ccccc3-n3nncc3C2)nc1,0.2%

# The listing picks up, starting 4 compounds before the break.
SMILES,VEEV TC-83 Vero
O=C(O)c1ccccc1-c1ccccc1C(=O)Nc1ccc2oc(=O)c3ccccc3c2c1,0.5%
CC(C)N1CC2(CC(c3ccccc3F)=NO2)CN1C(=O)c1ccc(C(C)(C)C)cc1 (configuration not stated),0.2%
COc1ccc(CC(=O)N(C)c2ccccc2)cc1S(=O)(=O)N1CCOCC1,2.2%
c1ccc(N2Cc3ccccc3-n3nncc3C2)nc1,0.2%
COc1ccc(CNC(=O)CCNC(=O)N2CC(=O)Nc3ccccc32)cc1,2.7%
N#Cc1ccccc1S(=O)(=O)N1CCN(Cc2cc3c(cc2Br)OCCO3)CC1,i
CC(=NC1CCCCC1)c1ccc(O)cc1O,1.1%
CC(=O)Nc1cccc(C(=O)NNC(=O)c2ccc(NS(=O)(=O)c3cccs3)cc2)c1,0.4%
CCN(CC)C(=O)C1=C(C)N(Cc2ccc(C(C)(C)C)cc2)C(=O)C(CC(=O)NCCCCc2ccccc2)C1 (configuration not stated),i
O=C(c1ccccc1)N1CCN(c2cc(Cl)nc3cc(-c4cccc(Cl)c4)nn23)CC1,5.5%
CN(c1ccccc1)S(=O)(=O)c1ccc(C(=O)Nc2cccc(S(=O)(=O)N3CCOCC3)c2)cc1,3.0%
O=S(=O)(c1cccc2ccccc12)N1Cc2ccccc2-n2nncc2C1,6.4%
O=C(NNC(=O)c1ccccc1F)c1ccc(-c2ccccc2Cl)o1,0.8%
O=C1C=C(C#Cc2ccc(Oc3ccccc3)cc2)C[C@@H](c2ccc(F)cc2)C1,5.6%
O=C(NCCN1CCOCC1)c1cc(-c2ccccc2)nc2ccccc12,0.3%
COc1ccc(CN2CCNC(=O)C2CC(=O)N(C)C2CCOCC2)cc1OC (configuration not stated),0.4%
S=c1[nH]c2nc(Cl)c(Cl)nc2[nH]1,i
O=C1c2cccc3cccc(c23)C(=O)N1Cc1ccccn1,?
Cc1cccc(CN(C)C[C@H]2OCc3cnnn3CCCC(=O)N([C@@H](C)CO)C[C@@H]2C)c1,0.1%
COc1cc(OC)cc(C(=O)N2CCN(S(=O)(=O)c3ccc4c(c3)OCCO4)CC2)c1,i

# The list is partial; the hit share may differ from the screen's.
